GAA glycogen = inhibitors or activators of human alpha-glucosidase glycogen cleavage | recombinant GAA, glycogen substrate, Amplex Red glucose oxidase fluorescence | Potency, µM (top dose mostly 76.4 µM), for the others: at the top dose activity change, negative = inhibition, actives largely listed as inhibitors | hit rate 0.38% among 300,000 | AID 2100;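 further: 0% = full enzyme reaction and -100% = no-enzyme basal signal; the screen sought inhibitors and activators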
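Recombinant enzyme (4 nM final) with compounds titrated up to 77 uM and bovine liver glycogen (30 ug) in citrate pH 5.0, 0.01% Tween-20, 37 C 40 min. Released glucose detected by Amplex Red/glucose oxidase (Ex 573/Em 610); AC50 from Hill fits.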
aGlu spleen mod = inhibits or activates alpha-glucosidase in human spleen homogenate; P10253; human spleen homogenate, 4-MU-alpha-glucoside fluorescence; Potency, µM (highest dose often 79.9 µM), for the others: at the top dose activity change, negative = inhibition, usual class: inhibitors; hit rate 0.006% among 240,000; AID 2112;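 further: 0% = enzyme with vehicle and -100% = no enzyme basal signal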
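AC50 values come from Hill-equation fits of concentration-response data, normalized to no-enzyme and full-activity controls. Enzyme source: 1 ug human spleen homogenate; 1 mM fluorogenic 4-MU glucoside, pH 5.0 citrate buffer, 37 C, 40 min.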
ALDH1A1 inh = ALDH1A1 (human) enzyme inhibition; hit rate 7.3% among 220,000; Potency, µM (series often up to 75.3 µM), for inactives: top-dose activity, negative = inhibition, actives largely listed as inhibitors; Purified ALDH1A1, NADH fluorescence, propionaldehyde substrate; active means well fitted inhibition curve with a large enough effect, not every such curve was filed as active; inconclusive means small, poorly fitted or top-dose-only effect, or another doubt; inactive means no such curve, though single readings can be large or run the other way;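 further: plate controls were no enzyme wells and a reference inhibitor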
Target sequence (P00352 whole entry, looked up): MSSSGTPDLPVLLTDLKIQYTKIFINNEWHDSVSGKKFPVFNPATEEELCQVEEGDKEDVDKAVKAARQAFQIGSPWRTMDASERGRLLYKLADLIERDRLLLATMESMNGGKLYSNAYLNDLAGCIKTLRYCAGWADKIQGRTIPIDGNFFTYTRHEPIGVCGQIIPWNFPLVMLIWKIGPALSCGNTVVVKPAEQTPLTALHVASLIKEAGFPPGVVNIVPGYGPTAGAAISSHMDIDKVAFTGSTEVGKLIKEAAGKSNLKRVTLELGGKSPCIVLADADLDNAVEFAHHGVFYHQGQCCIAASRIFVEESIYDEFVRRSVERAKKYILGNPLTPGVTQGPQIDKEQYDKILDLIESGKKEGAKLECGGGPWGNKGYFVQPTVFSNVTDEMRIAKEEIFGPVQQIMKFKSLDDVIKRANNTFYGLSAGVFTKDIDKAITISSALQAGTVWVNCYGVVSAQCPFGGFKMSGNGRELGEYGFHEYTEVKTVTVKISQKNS
NPSR antag = blocks cAMP signaling of the human neuropeptide S receptor. AID 1461. CHO-NPSR cells, cAMP TR-FRET, antagonist mode. Potency, µM (titrated, usually from 38.3 µM), for the others: at the highest dose activity change, negative = inhibition, hits mostly inhibitors. hit rate 1% among 220,000; further: on the % scale 0 is the no-effect control and ±100 the full control effect; nearly all actives have a fitted effect of over 50% in size; many of its hits are not listed in these tables
Epigenetic reg = epigenetic control regulation, reporter derepression; murine LDR cells, GFP reporter derepression, 30 h; Potency, µM (top dose mostly 53.9 µM), for the others: top-dose GFP activation, usual class: activators; hit rate 0.2% among 280,000; further: % of control where 0% means no effect; nearly all actives have a fitted effect of over 60% in size
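Murine LDR cells carrying a silenced, genomically integrated CMV-driven GFP reporter were exposed to compound for 30 hours at 37 C. After PBS washes, GFP-positive cells (20–120 um objects) were counted by laser-scanning microplate cytometry.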
GAA inh = alpha-glucosidase (human) inhibition; Potency, µM (doses to about 76.9 µM), inactives show at the highest dose activity change, negative = inhibition, usual class: inhibitors; P10253; hit rate 0.005% among 200,000; purified human GAA, 4-MU-alpha-glucoside fluorescence;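 further: plate controls were uninhibited enzyme wells for no effect and no-enzyme background for full effect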
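AC50 values come from Hill fits of compound titrations (up to 77 uM) against 4 nM human enzyme. Substrate 4-methylumbelliferyl-alpha-D-pyranoside at 400 uM, pH 5.0 citrate buffer, 20 min room temperature; fluorescence Ex 365/Em 440 after alkaline stop.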
GLA spleen mod = inhibitors or activators of human alpha-galactosidase in spleen homogenate; human spleen homogenate, 4MU-alpha-Gal fluorescence, 40 min; AID 2107; Potency, µM (series often up to 80 µM), without a hit: at the top dose activity change, negative = inhibition, hits mostly inhibitors; hit rate 0.008% among 240,000; P06280;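 further: 0% = enzyme with vehicle and -100% = no enzyme basal signal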
Target sequence (P06280 32-429 limits assumed): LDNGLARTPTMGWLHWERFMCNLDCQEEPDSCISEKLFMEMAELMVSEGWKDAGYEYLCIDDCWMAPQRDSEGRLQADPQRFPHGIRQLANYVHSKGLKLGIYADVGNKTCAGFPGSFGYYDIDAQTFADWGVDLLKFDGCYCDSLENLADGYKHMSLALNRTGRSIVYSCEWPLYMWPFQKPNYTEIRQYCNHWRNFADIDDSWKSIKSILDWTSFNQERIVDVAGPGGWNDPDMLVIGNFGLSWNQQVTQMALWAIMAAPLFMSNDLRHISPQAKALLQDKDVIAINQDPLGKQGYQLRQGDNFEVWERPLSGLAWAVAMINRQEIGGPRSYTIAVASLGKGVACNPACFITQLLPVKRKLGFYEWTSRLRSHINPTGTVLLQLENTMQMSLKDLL
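Spleen homogenate 1 ug + cpd (titration) + 4-MU-alpha-D-galactopyranoside 1 mM; 37C 40 min; 50 mM citrate/phosphate pH 5.0, 0.01% Tween-20; stop pH 10; fluorescence 365/440; AC50 via Hill.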
Tau fluor cs = counter-screen for tau fibril formation inhibitors. AID 1463. tau K18 P301L (four-repeat tau fragment) Alexa594 fluorescence, heparin fibrillization. Potency, µM (highest dose often 57.7 µM), for the others: at the highest dose activity change, negative = decrease. hit rate 0.93% among 280,000; further: on the % scale 0 is the no-effect control and ±100 the full control effect; nearly all actives have a fitted effect of over 55% in size
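Human K18 P301L tau (15 uM unlabeled plus 0.24 uM Alexa 594-labeled, final) in 100 mM sodium acetate pH 7 was mixed with compound and 20 uM heparin and incubated 6 hr at 37 C.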
Numbers without * were called inactive; [ ] = another dose, or the depositor's remark. Unless noted, the call rests on the fitted dose curve; in most records, active means well fitted curve in the direction sought with a large enough effect; inconclusive means small, poorly fitted or top-dose-only effect, or another doubt; inactive means no such curve, though single readings can be large; an effect the other way counts as inactive or inconclusive. Potency means the concentration at half of the fitted maximal effect.

What do the screens show for `CCOc1cc(/C=C/c2cc(C(F)(F)F)[nH]c(=O)n2)ccc1O`?
GAA glycogen: 7.9µM*; aGlu spleen mod: -5%; ALDH1A1 inh: -3%; NPSR antag: 41%; Epigenetic reg: 0.0%; GAA inh: -9%; GLA spleen mod: 3%; Tau fluor cs: -15%

How did O=C(O)COc1ccc(F)cc1Br do in these assays?
GAA glycogen: 4%; aGlu spleen mod: -3%; NPSR antag: -1%; Epigenetic reg: -1.1%; GLA spleen mod: -12%; Tau fluor cs: 10%

How did CC(=O)Nc1ccc(C(=O)CSc2nnc3scc(-c4ccccc4)n23)cc1 do in these assays?
GAA glycogen: 9%; aGlu spleen mod: 3%; ALDH1A1 inh: -1%; NPSR antag: -10%[46.1 µM]; Epigenetic reg: -1.2%; GAA inh: -1%; GLA spleen mod: 1%; Tau fluor cs: 3%

Results for O=C(Nc1cccc(S(=O)(=O)N2CCOCC2)c1)c1ccc2c(=O)n3c(nc2c1)CCCCC3 ?
GAA glycogen: 1%; aGlu spleen mod: -1%; ALDH1A1 inh: 5.6µM*; NPSR antag: 8%; Epigenetic reg: 2.6%; GAA inh: -6%; GLA spleen mod: -2%; Tau fluor cs: -13%

How did CCc1ccc(C(=O)Nc2nnn(CC)n2)cc1 do in these assays?
GAA glycogen: -3%; aGlu spleen mod: -5%; ALDH1A1 inh: -5%; NPSR antag: -27%[46.1 µM]; Epigenetic reg: -2.1%; GAA inh: 2%; GLA spleen mod: 2%; Tau fluor cs: 4%

Results for CC(C)C(NC(=O)OCc1ccccc1)C(=O)OCC(=O)NC1CC1 (stereo unspecified) ?
GAA glycogen: 1%; aGlu spleen mod: -1%; ALDH1A1 inh: -1%; NPSR antag: 5%; Epigenetic reg: 2.8%; GAA inh: inconclusive; GLA spleen mod: -1%; Tau fluor cs: 0%

Results for O=S(=O)(CCc1ccccc1)N1CCOCC1 ?
GAA glycogen: -5%; aGlu spleen mod: 6%; ALDH1A1 inh: 11%; NPSR antag: -17%[46.1 µM]; Epigenetic reg: 0.7%; GAA inh: 5%; GLA spleen mod: 12%; Tau fluor cs: 8%

How did O=C(N/N=C/c1c(Cl)[nH]c2ccccc12)c1sc2ccccc2c1Cl do in these assays?
GAA glycogen: 2%; aGlu spleen mod: -2%; ALDH1A1 inh: 1%; NPSR antag: inconclusive; Epigenetic reg: 1.3%; GAA inh: -10%; GLA spleen mod: -9%; Tau fluor cs: 10µM*[quencher]

What do the screens show for `Cc1ccc(O)c(NC(=O)c2cc3nc4c(c(C(F)(F)F)n3n2)CCc2ccccc2-4)c1`?
GAA glycogen: -4%; aGlu spleen mod: -3%; ALDH1A1 inh: 10%; NPSR antag: 4%[46.1 µM]; Epigenetic reg: 0.0%; GAA inh: -4%; GLA spleen mod: -3%; Tau fluor cs: -22%

How did O=C(NO)c1ccc(C(=O)N(C2CCCCC2)C2CCCCC2)cc1 do in these assays?
GAA glycogen: -10%; aGlu spleen mod: 1%; ALDH1A1 inh: 11%; NPSR antag: -11%[46.1 µM]; Epigenetic reg: 0.3%; GAA inh: -5%; GLA spleen mod: -1%; Tau fluor cs: 5%

Results for O=c1cc(-c2ccccc2O)oc2cc(O)ccc12 ?
aGlu spleen mod: 5%; ALDH1A1 inh: 4%; Epigenetic reg: 11%; GLA spleen mod: 19%; Tau fluor cs: -8%

What do the screens show for `COc1ccc(-c2[nH]ncc2/C=N\NC(=O)c2ccc(C(C)(C)C)cc2)cc1OC`?
GAA glycogen: -12%; aGlu spleen mod: 5%; ALDH1A1 inh: inconclusive; NPSR antag: -36%; Epigenetic reg: -1.3%; GAA inh: inconclusive; GLA spleen mod: 1%; Tau fluor cs: -27%

What do the screens show for `O=C(CNC(=O)c1ccco1)OCc1ccc(C(=O)c2ccccc2)cc1`?
GAA glycogen: 1%; aGlu spleen mod: -3%; ALDH1A1 inh: -5%; NPSR antag: 20%; Epigenetic reg: 1.2%; GAA inh: 9%; GLA spleen mod: 4%; Tau fluor cs: -8%

What do the screens show for `COc1ccc(CCNC(=O)CSc2nccc(=O)[nH]2)cc1OC`?
GAA glycogen: 1%; aGlu spleen mod: 2%; ALDH1A1 inh: inconclusive; NPSR antag: -6%; Epigenetic reg: 5.4%; GAA inh: 6%; GLA spleen mod: 0%; Tau fluor cs: 2%

What do the screens show for `O=C(CCSc1ccccc1)Nc1nnc(-c2ccccc2)o1`?
GAA glycogen: -5%; aGlu spleen mod: 1%; ALDH1A1 inh: -6%; NPSR antag: -10%[46.1 µM]; Epigenetic reg: 1.4%; GAA inh: -4%; GLA spleen mod: -3%; Tau fluor cs: -8%

Results for Cc1cc2n(n1)SC(Nc1ccc(F)c(Cl)c1)N2 (stereo unspecified) ?
GAA glycogen: inconclusive; aGlu spleen mod: -1%; ALDH1A1 inh: 2.8µM*; NPSR antag: -12%[46.1 µM]; Epigenetic reg: -0.8%; GAA inh: -10%; GLA spleen mod: 4%; Tau fluor cs: -15%

Results for Cn1nnc2ccccc2c1=O ?
GAA glycogen: 9%; ALDH1A1 inh: 8%; NPSR antag: 7%; Epigenetic reg: -1.0%; GAA inh: -2%; GLA spleen mod: -3%; Tau fluor cs: -4%

Results for CCOc1ccc(CCN2C(=O)C3C4C=CC(C4)C3C2=O)cc1OCC (stereo unspecified) ?
GAA glycogen: -1%; aGlu spleen mod: 6%; ALDH1A1 inh: 3.5µM*; NPSR antag: -9%[46.1 µM]; Epigenetic reg: 0.0%; GAA inh: 0%; GLA spleen mod: 6%; Tau fluor cs: -6%

How did Cc1nn2c(CN(C(=O)CN3CCOCC3)c3ccccc3)nnc2c2ccccc12 do in these assays?
GAA glycogen: 17%; aGlu spleen mod: -8%; ALDH1A1 inh: 18µM*; NPSR antag: 5%[46.1 µM]; Epigenetic reg: 0.0%; GAA inh: -8%; GLA spleen mod: -10%; Tau fluor cs: -4%

Results for Clc1ccc(-c2nnc(-c3ccccc3)c(-c3ccccc3)n2)cc1 ?
aGlu spleen mod: -3%; ALDH1A1 inh: -14%; NPSR antag: 47%; Epigenetic reg: 3.2%; GAA inh: -12%; GLA spleen mod: 7%; Tau fluor cs: 2%

4 structures already listed, ordered by number of heavy atoms, high to low:
What do the screens show for `COc1ccc(-c2[nH]ncc2/C=N\NC(=O)c2ccc(C(C)(C)C)cc2)cc1OC`?
GAA glycogen: -12%; aGlu spleen mod: 5%; ALDH1A1 inh: inconclusive; NPSR antag: -36%; Epigenetic reg: -1.3%; GAA inh: inconclusive; GLA spleen mod: 1%; Tau fluor cs: -27%

Results for CCOc1ccc(CCN2C(=O)C3C4C=CC(C4)C3C2=O)cc1OCC (stereo unspecified) ?
GAA glycogen: -1%; aGlu spleen mod: 6%; ALDH1A1 inh: 3.5µM*; NPSR antag: -9%[46.1 µM]; Epigenetic reg: 0.0%; GAA inh: 0%; GLA spleen mod: 6%; Tau fluor cs: -6%

What do the screens show for `O=C(CCSc1ccccc1)Nc1nnc(-c2ccccc2)o1`?
GAA glycogen: -5%; aGlu spleen mod: 1%; ALDH1A1 inh: -6%; NPSR antag: -10%[46.1 µM]; Epigenetic reg: 1.4%; GAA inh: -4%; GLA spleen mod: -3%; Tau fluor cs: -8%

Results for O=c1cc(-c2ccccc2O)oc2cc(O)ccc12 ?
aGlu spleen mod: 5%; ALDH1A1 inh: 4%; Epigenetic reg: 11%; GLA spleen mod: 19%; Tau fluor cs: -8%

Additional compounds
What do the screens show for `Cc1ccc(-n2c(CCC(=O)O)ccc2-c2cccs2)cc1`?
GAA glycogen: -6%; aGlu spleen mod: 0%; ALDH1A1 inh: inconclusive; NPSR antag: -13%[46.1 µM]; Epigenetic reg: 0.0%; GAA inh: 6%; GLA spleen mod: 2%; Tau fluor cs: -17%

What do the screens show for `COc1ccc(NC(=S)NCCc2c[nH]c3ccc(OC)cc23)c(OC)c1`?
GAA glycogen: -17%; aGlu spleen mod: 0%; ALDH1A1 inh: -15%; NPSR antag: -16%[46.1 µM]; Epigenetic reg: -1.1%; GAA inh: 3%; GLA spleen mod: -12%; Tau fluor cs: -24%

How did O=S(=O)(c1ccccc1F)N1CCN(c2nc3ccccc3s2)CC1 do in these assays?
GAA glycogen: 17%; aGlu spleen mod: -11%; ALDH1A1 inh: 1%; NPSR antag: -20%; Epigenetic reg: 1.0%; GAA inh: -8%; GLA spleen mod: -1%; Tau fluor cs: -13%

What do the screens show for `CCOc1ccc(N2C(=O)C3CCCN3C2=O)cc1` (stereo unspecified)?
GAA glycogen: -21%; aGlu spleen mod: 0%; ALDH1A1 inh: -4%; NPSR antag: -6%[46.1 µM]; Epigenetic reg: -2.1%; GAA inh: 0%; GLA spleen mod: 3%; Tau fluor cs: 2%

Results for CCCNC(=O)NNC(=O)c1ccc(F)cc1 ?
GAA glycogen: -1%; ALDH1A1 inh: 17%; NPSR antag: 7%; Epigenetic reg: -0.1%; GAA inh: -4%; GLA spleen mod: -2%; Tau fluor cs: 5%

What do the screens show for `CCCCOC(=O)c1ccccc1N1C(=O)C2C3CCC(C3)C2C1=O` (stereo unspecified)?
GAA glycogen: -2%; aGlu spleen mod: -5%; ALDH1A1 inh: -4%; NPSR antag: -6%; Epigenetic reg: 0.1%; GAA inh: 5%; GLA spleen mod: -4%; Tau fluor cs: -4%

What do the screens show for `CC1(OC(=O)CCc2ccccc2)C(=O)C=C2C=C(c3ccc(C#N)cc3)N(CCc3c[nH]c4ccccc34)C=C2C1=O` (stereo unspecified)?
GAA glycogen: 1%; aGlu spleen mod: 5%[17.4 µM]; ALDH1A1 inh: 13%[13.5 µM]; NPSR antag: -13%; Epigenetic reg: 1.3%; GLA spleen mod: -8%[17.5 µM]; Tau fluor cs: -11%[11.6 µM]

How did CC(Nc1ccccc1)c1cc(Cl)ccc1O (stereo unspecified) do in these assays?
GAA glycogen: -4%; aGlu spleen mod: -5%; ALDH1A1 inh: 8%; NPSR antag: -1%[46.1 µM]; Epigenetic reg: 1.2%; GAA inh: 0%; GLA spleen mod: -1%; Tau fluor cs: -16%

Screening results (PubChem BioAssay)

Only part of the results is shown; rates above refer to the full screens.
